# MBNL1-CUG inh – MBNL1-poly(CUG) RNA binding inhibition | 280,000 tested, 0.036% active | TR-FRET MBNL1-His/biotin-(CUG)12 binding, 665/545 ratio | Potency, µM (series often up to 57.5 µM), without a hit: at the highest dose activity change, negative = inhibition, usual class: inhibitors; active = well fitted inhibition curve with a large enough effect in the signal ratio, with a control signal flat, not every such curve was filed as active; inconclusive = small, poorly fitted or top-dose-only effect, or effect the other way, or a change in a side signal; inactive = no such curve, though single readings can be large or run the other way; the % refers to the signal ratio; note: % is set by controls: 0 for no effect and ±100 for the full control effect
# Target sequence (Q9NR56 whole entry, looked up): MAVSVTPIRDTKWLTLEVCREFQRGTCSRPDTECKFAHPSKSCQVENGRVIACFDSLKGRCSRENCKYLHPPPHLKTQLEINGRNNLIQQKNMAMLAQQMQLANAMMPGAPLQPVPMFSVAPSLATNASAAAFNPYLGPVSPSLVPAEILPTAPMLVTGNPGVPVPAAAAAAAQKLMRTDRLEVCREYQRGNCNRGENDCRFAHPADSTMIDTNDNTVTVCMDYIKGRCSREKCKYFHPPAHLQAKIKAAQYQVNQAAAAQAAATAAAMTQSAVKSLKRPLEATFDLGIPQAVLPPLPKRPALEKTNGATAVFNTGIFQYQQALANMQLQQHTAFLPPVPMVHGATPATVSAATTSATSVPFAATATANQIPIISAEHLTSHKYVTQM
#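 MBNL1-His + Biotin-(CUG)12, cpd titration 92 nM–58 uM; Tb anti-His Ab 0.055 ng/ul, SA-XL665 5 nM (final); 60 min RT; ratiometric 665/545 nm, Ex 340 nm; normalized to buffer and full-complex controls.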
# p53 reactivator – re-activators of mutant p53; 320,000 tested, 0.063% active; Potency, µM (series often up to 92.2 µM), inactives show at the highest dose activity change, positive = activation, usual class: activators; H1299 p53-A138V BP100-luciferase reporter, luminescence, 24 h; note: % of control where 0% means no effect; nearly all actives have a fitted effect of over 45% in size
#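 H1299 (p53-null), stable ts p53-A138V + BP100-Luc; 1000 cells/well, Opti-MEM/10% FBS; cpd 4 pt, 1:5; 24 h, 37 deg C, 5% CO2; detection reagent 10 min RT; luminescence.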
# ELG1 genotox – induces genotoxicity in HEK293T cells with luciferase-tagged ELG1. HEK293T ELG1-luciferase reporter, luminescence, 16 h. Potency, µM (top dose mostly 46 µM), for inactives: at the top dose activity change, positive = activation, most hits filed as activators. 330,000 tested, 1.3% active. AID 504466; note: % of control where 0% means no effect; nearly all actives have a fitted effect of over 60% in size
#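 Screening used a luciferase reporter fused to human ELG1 in HEK293T cells. Luminescence was read on a CCD plate imager after 16 hr exposure and 30 min ONE-Glo incubation.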
# VP16 counter – counter-screen for ROR gamma inhibitors: Gal4-VP16 reporter; Drosophila S2 Gal4-VP16 UAS-luciferase, luminescence, 20 h; Potency, µM (doses to about 53.6 µM), inactives show at the top dose activity, negative = inhibition, usual class: inhibitors; 310,000 tested, 3.5% active; AID 2546;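 note: Gal4-VP16 expression switched on by copper sulfate through the metallothionein promoter; % is set by controls: 0 for no effect and ±100 for the full control effect; nearly all actives have a fitted effect of over 50% in size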
# Rab9 promoter act – activates the Rab9 promoter; Huh7 Rab9 promoter-luciferase reporter, luminescence, 24 h; Potency, µM (series often up to 9.22 µM), inactives show at the highest dose activation, negative = inhibition, actives largely listed as activators; 320,000 tested, 2.8% active; note: % of control where 0% means no effect; nearly all actives have a fitted effect of over 60% in size
#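 Luminescence read-out: Huh7 cells stably expressing Rab9-luciferase, treated 24 h with compound at 37 °C, then lysed with luciferase reagent for 10 min at ambient before reading.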
# RORg inh – inhibitors of mouse ROR gamma transcriptional activity | Potency, µM (titrated, usually from 53.6 µM), for the others: at the top dose activity change, negative = inhibition, actives largely listed as inhibitors | Drosophila S2 Gal4-RORgamma UAS-luciferase reporter, 20 h | P51450 | 310,000 tested, 5.4% active; note: % is set by controls: 0 for no effect and ±100 for the full control effect; nearly all actives have a fitted effect of over 60% in size
#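 Luciferase reporter read in Schneider cells carrying Gal4-RORγ (mouse) and UAS-Photinus luciferase; cells given compound 1 h before 700 uM copper sulfate induction, then incubated 20 h at ambient temperature.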
# BRCA1 expr act – activators of BRCA1 expression; MCF7-BRCA1-FFLuc reporter, luminescence, 48 h; response scale: scaled: vehicle 0%, 10 µM genistein 100%; Potency, µM (series often up to 46.1 µM), inactives show at the top dose activation, actives largely listed as activators; 380,000 tested, 1.1% active; note: nearly all actives have a fitted effect of over 80% in size; some results filed as inactive show a strong effect at the top dose
#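 Cells: MCF7-BRCA1-FFLuc, 2000/well. Exposure: 48 h, 37 °C, 5% CO2. Read: luminescence, 15 min post-substrate. Controls: genistein 10 microM (maximal activation), DMSO (neutral).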
# NPC1 prom act – activates the NPC1 promoter; Huh7 NPC1 promoter luciferase reporter, 24 h; Potency, µM (top dose mostly 9.22 µM), for the others: top-dose activation, hits mostly activators; 320,000 tested, 2.4% active; AID 485313;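 note: % of control where 0% means no effect; nearly all actives have a fitted effect of over 60% in size; reporter is driven by a mutant NPC1 promoter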
#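 Luminescence read-out of NPC1 promoter-driven luciferase in stably transfected Huh7 cells; compounds delivered in DMSO and left 24 h at 37C, 5% CO2, qHTS titration format.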
# FLuc modulator – counter-screen for miR-21 project: firefly luciferase inhibitors or activators | P08659 | purified FLuc, Km substrates, luminescence inhibition | Potency, µM (titrated, usually from 57.5 µM), inactives show at the top dose activity change, negative = inhibition, most hits filed as inhibitors | 360,000 tested, 6.9% active | AID 588342;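 note: plate controls were vehicle for no effect and reference inhibitor for full effect; nearly all actives have a fitted effect of over 55% in size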
# Target sequence (P08659 whole entry, looked up): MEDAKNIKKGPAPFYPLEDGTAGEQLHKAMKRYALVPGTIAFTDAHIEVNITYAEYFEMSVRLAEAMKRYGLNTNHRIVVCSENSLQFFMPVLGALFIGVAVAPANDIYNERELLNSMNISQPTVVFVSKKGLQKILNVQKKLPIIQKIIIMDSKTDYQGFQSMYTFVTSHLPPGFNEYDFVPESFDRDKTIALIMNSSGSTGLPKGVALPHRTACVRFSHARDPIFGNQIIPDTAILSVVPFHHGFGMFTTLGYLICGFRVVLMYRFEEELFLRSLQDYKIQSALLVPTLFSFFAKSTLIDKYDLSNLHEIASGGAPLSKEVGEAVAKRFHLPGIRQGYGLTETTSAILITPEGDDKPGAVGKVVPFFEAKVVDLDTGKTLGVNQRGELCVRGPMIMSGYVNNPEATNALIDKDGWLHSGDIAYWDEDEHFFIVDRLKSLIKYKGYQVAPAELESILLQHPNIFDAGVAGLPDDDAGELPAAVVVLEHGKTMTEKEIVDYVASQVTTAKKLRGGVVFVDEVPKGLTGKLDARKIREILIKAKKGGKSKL
#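 Biochemical qHTS of compounds, final roughly 60 µM downward over six points, against 10 nM purified firefly luciferase using Km concentrations of substrates (10 uM D-luciferin, 10 uM ATP) in Tris acetate pH 7.5 buffer; luminescence output.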
# uPA generation – blocks generation of uPA at the cell surface. cell surface uPA generation assay, qHTS. Potency, µM (highest dose often 38.3 µM), inactives show at the top dose activity change, negative = inhibition, most hits filed as inhibitors. 330,000 tested, 0.31% active. AID 540303; active = well fitted inhibition curve with a large enough effect; inconclusive = small, poorly fitted or top-dose-only effect; inactive = no such curve, though single readings can be large or run the other way; tested in mouse RAW 264.7 cells; note: % is set by controls: 0 for no effect and ±100 for the full control effect; nearly all actives have a fitted effect of over 55% in size
# An asterisk follows results filed as active; ? = inconclusive; / = no result given; [ ] = another dose, or the depositor's remark. Unless noted, calls come from the whole dose curve; as a rule, active = well fitted curve in the direction sought with a large enough effect; inconclusive = small, poorly fitted or top-dose-only effect, or another doubt; inactive = no such curve, though single readings can be large; an effect the other way counts as inactive or inconclusive. Potency is the fitted concentration of half-maximal effect.
SMILES,MBNL1-CUG inh,p53 reactivator,ELG1 genotox,VP16 counter,Rab9 promoter act,RORg inh,BRCA1 expr act,NPC1 prom act,FLuc modulator,uPA generation
Cc1ccc(S(=O)(=O)N2CCN(C(=O)C3CCCCC3)CC2)cc1,-4%,1%,-1%,4%,8%,-4%,-4%,-2%,0%,4%
Cc1nn(-c2ccccc2)c2c1C(c1ccccc1)C(C#N)=C(N)O2 (stereo unspecified),-3%,0%,-1%,29%,-1%,?,-25%,-2%,-1%,7%
Cc1ccc(/C=N/OC(=O)c2nn(C)cc2Cl)cc1,-3%,3%,8%,6%,11%,-5%,-6%,-2%,1.3µM*,3%
COc1ccc2nc(C)c(C(N)=O)cc2c1,8%,0%,-1%,-3%,0%,-13%,-4%,0%,-2%,1%
O=C(NCCCN1CCOCC1)c1nn2c(C(F)(F)F)cc(-c3ccco3)nc2c1Cl,?,-1%,-3%,6%,9%,15%,-7%,-2%,0%,-2%
O=C(CN1CCN(Cc2ccccc2)CC1)N1CCCc2c1c(=O)oc1ccc(O)cc21,13%,-5%,-12%,-11%,-5%,5%,-77%,-3%,-8%,/
COc1ccc(/C=N/NC(=O)c2nnn(-c3nonc3N)c2-c2cccc(OC)c2)cc1,0%,-6%,-2%,-5%,-1%,-6%,2%,-2%,?,-2%
O=C1OC2CCC1(c1ccccc1)C2 (stereo unspecified),-8%,13%,0%,-14%,0%,?,13%,-3%,3%,0%
COCCCNc1nc2ccccc2nc1NS(=O)(=O)c1ccccc1,4%,-6%,2%,1%,-2%,13%,-8%,1%,-9%,-5%
Cc1ccccc1C(=O)N1CCN(c2ncnc3c2cnn3-c2ccccc2)CC1,-7%,-6%,-4%,1%,-4%,?,-55%,0%,7%,-4%
Cc1cc(S(=O)(=O)NCc2ccccc2)ccc1OCC(=O)N1CCOCC1,-4%,-3%,-1%,-4%,-15%,?,0%,-7%,2%,-3%
Cc1ccc(NC(=S)N2CCC(NC(=O)c3ccccc3)CC2)cc1,-3%,-5%,-9%,6%,-12%,-8%,-6%,-6%,0%,-2%
CCC[N+](CC#Cc1ccccc1)(CCC)CC(=O)OCC,-1%,-6%,-2%,?,-1%,4%,0%,-3%,-1%,-2%
Cn1c(CSCc2ccccc2)nnc1SCC(=O)Nc1nccs1,2%,2%,-2%,4%,2%,32%,1%[1.84 µM],-7%,9%,-2%
CC1(C)CC(=O)c2sc(NC(=O)CN3CCCCC3)nc2C1,-3%,2%,-12%,-1%,-1%,-2%,-14%,-1%,5%,6%
CCn1cc(C(=O)NC2CCCc3c2cnn3-c2cccc(C)c2C)cn1 (stereo unspecified),-5%,1%,-6%,1.3µM*,-53%[inhibitor],-7%,/,-42%[inhibitor],-3%,/
CCCOc1ccc(CC2CCC(=O)NC2=O)cc1 (stereo unspecified),-9%,7%,5%,-1%,2%,24%,17%,1%,0%,11%
O=c1oc2ccccc2c2c1C(c1ccc(Cl)cc1)Nc1ccc3ccccc3c1-2 (stereo unspecified),-5%,-3%,?,-3%,-3%,34%,-22%,2%,4%,8%
CCc1nc(SCC(=O)N2CCC(C)CC2)c2c(=O)n(C)c(=O)n(C)c2n1,-10%,-13%,-5%,-3%,-3%,?,-8%,-3%,-2%,11%
CCc1sc(C(=O)Nc2cc(S(=O)(=O)N3CCOCC3)ccc2OC)cc1C,/,-4%,0%,/,-3%,/,-7%,-8%,-2%,2%
CCCS(=O)(=O)Nc1c(C(=O)OC)[nH]c2ccccc12,1%[11.5 µM],-1%,2%,5%,-4%,0%,-30%,-3%,-7%,1%
COc1ccc(NC(=O)Nc2ccccc2SC)cc1OC,?,4%,14%,-14%,?,7%,48%,22%,19µM*,7%
CN(C)S(=O)(=O)c1ccc(Nc2ccc(-c3ccc4c(c3)OCCO4)nn2)cc1,3%,3%,3%,-9%,9%,7%,14%,-5%,6.7µM*,-17%
CCN1CCN(C(C(=O)NC2CCCCC2)c2ccc(Cl)cc2)CC1 (stereo unspecified),0%,-4%,-3%,7%,-1%,-19%,-34%,0%,-1%,1%
CCOC(=O)[C@@H]1[C@H]2COc3ccccc3[C@@H]2N2C(=O)N(c3ccccc3)C(=O)[C@]12C,6%,16%,2%,-6%,0%,-13%,0%,-4%,1%,-4%
COc1cc(NC(=O)Cc2ccc(Cl)cc2)ccc1NC(=O)c1ccco1,-2%,-4%,0%,-15%,0%,22%,3%,0%,-11%,1%
CC(C)Cc1nnc(NC(=O)CCC(=O)N2CCN(c3ccccn3)CC2)s1,-3%,-2%,1%,-2%,-13%,0%,4%,-1%,2%,5%
CCCn1nc(C(=O)NNC(=O)c2ccc(C)c(C)c2)c2ccccc2c1=O,/,-1%,-2%,/,/,/,-18%,/,/,5%
Cc1ccccc1CCNC(=O)CCn1nc(C)c2c(C)n(-c3ccccc3)nc2c1=O,-3%,-1%,-1%,-6%,1%,-1%,3%,1%,1%,4%
O=C(N/C=C\c1ccccc1)NCc1ccc(Cl)cc1Cl,-13%,7%,0%,0%,3%,0%,-17%,-3%,0%,-7%
CCc1ccccc1N(C)S(=O)(=O)c1ccc2[nH]cc(C(=O)O)c(=O)c2c1,0%,2%,1%,0%,-1%,-9%,14%,7%,3%,2%
O=C(COc1ncnc2ccccc12)Nc1ccc(Cl)c(S(=O)(=O)N2CCOCC2)c1,-2%,-1%,-1%,2%,-4%,10%,1%,-3%,5%,-1%
CC(C)OP(=O)(OC(C)C)C(Nc1ccccc1)c1cccc2c1OCO2 (stereo unspecified),-1%,-20%,-4%,-2%,8%,10%,-15%,0%,-3%,1%
COc1cccc(-c2noc(CCC(=O)Nc3cccnc3)n2)c1,2%,5%,?,2%,5%,30%,-1%,13%,-17%,2%
Cc1cc(NC(=O)c2ccc(Cl)cc2Cl)no1,4%,/,?,-14%,2.8µM*,30%[1.91 µM],91%,1.4µM*,8.5µM*,?
Cc1noc(C)c1CSc1nc2[nH]ncc2c(=O)n1-c1ccccc1,-3%,-8%,?,-12%,-10%,43%,-71%,-27%,0%,-6%

# Some of these compounds in order of formula weight, highest first.
SMILES,MBNL1-CUG inh,p53 reactivator,ELG1 genotox,VP16 counter,Rab9 promoter act,RORg inh,BRCA1 expr act,NPC1 prom act,FLuc modulator,uPA generation
COc1cc(NC(=O)Cc2ccc(Cl)cc2)ccc1NC(=O)c1ccco1,-2%,-4%,0%,-15%,0%,22%,3%,0%,-11%,1%
COc1cccc(-c2noc(CCC(=O)Nc3cccnc3)n2)c1,2%,5%,?,2%,5%,30%,-1%,13%,-17%,2%
O=C(N/C=C\c1ccccc1)NCc1ccc(Cl)cc1Cl,-13%,7%,0%,0%,3%,0%,-17%,-3%,0%,-7%

# (cont.)
SMILES,MBNL1-CUG inh,p53 reactivator,ELG1 genotox,VP16 counter,Rab9 promoter act,RORg inh,BRCA1 expr act,NPC1 prom act,FLuc modulator,uPA generation
COC(=O)c1cc(COc2ccc3c4c(c(=O)oc3c2)CCCC4)c(C)o1,-2%,-1%,2%,-3%,-2%,17%,5%,6%,1%,5%
O=S(=O)(NC1=NCCCCC1)c1ccc(F)cc1,2%,1%,2%,-9%,-8%,7%,9%,2%,-2%,0%
COc1ccc(N=C(C)C2=C(O)c3ccccc3C2=O)cc1,?,?,2.6µM*,?,0.45µM*,-41%,?,0.71µM*,0.95µM*,?
CC(=O)c1coc2c1cc(O)c1ccccc12,9%,10%,?,23%,14%,0%,9%,9%,-17%,5%
CCOC(=O)N1CCN(C(=O)c2ccc3c(c2)NC(=O)/C(=C\c2cccc(C)c2)S3)CC1,1%,-9%,-3%,-13%,-2%,-17%,-18%,-3%,-19%,12%
O=C(NCCCO)c1cc2c([nH]c3ccccc32)c(-c2ccc(F)cc2)n1,-4%,-3%,-3%,-2%,-3%,?,-19%,4%,-9%,-9%
O=S(=O)(NC1CCCCC1)c1ccc(Cl)nc1,-16%,1%,-2%,-7%,-2%,5%,6%,1%,-3%,-5%
O=C(CSc1n[nH]c(=O)n1C1CC1)c1c[nH]c2ccccc12,/,?,16%,/,20%,/,20%,3%,-17%,5%
CCC(=O)N1CCc2cc(Br)cc(S(=O)(=O)CCC(=O)NCC3CCCO3)c21 (stereo unspecified),-4%,-6%,0%,-10%,-5%,11%,-2%,-5%,1%,4%

# Full records, looked up by structure. Order of values: MBNL1-CUG inh, p53 reactivator, ELG1 genotox, VP16 counter, Rab9 promoter act, RORg inh, BRCA1 expr act, NPC1 prom act, FLuc modulator, uPA generation
# Shown for `O=C(CSc1n[nH]c(=O)n1C1CC1)c1c[nH]c2ccccc12` = /, ?, 16%, /, 20%, /, 20%, 3%, -17%, 5%
# Shown for `O=S(=O)(NC1=NCCCCC1)c1ccc(F)cc1` = 2%, 1%, 2%, -9%, -8%, 7%, 9%, 2%, -2%, 0%
# Shown for `CCOC(=O)N1CCN(C(=O)c2ccc3c(c2)NC(=O)/C(=C\c2cccc(C)c2)S3)CC1` = 1%, -9%, -3%, -13%, -2%, -17%, -18%, -3%, -19%, 12%
# Shown for `CCC(=O)N1CCc2cc(Br)cc(S(=O)(=O)CCC(=O)NCC3CCCO3)c21` (stereo unspecified) = -4%, -6%, 0%, -10%, -5%, 11%, -2%, -5%, 1%, 4%

# Screening results deposited in PubChem by National Center for Advancing Translational Sciences (NCATS).

# The order is random, and some 13% of all compounds hit somewhere here.
